# Screening results (PubChem)
# PKA-R1A activ – activates the PKA-R1A holoenzyme complex; P00514+P68181; PKA-R1A dissociation, Cy5-IP20 fluorescence polarization; scaled: DMSO 0%, 113 µM cGMP 100%; activation, % at 11.4 µM; actives 0.083% (n = 340,000);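 active means percent activation above the mean of all tested compounds plus 3 SD, cut at about 19% in these data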;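 further: higher means more PKAc released from R1A so a rise in polarization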
# phage Ecoli inh – E. coli growth loss with phage present. growth absorbance. inhibition, % at 11.9 µM. AID 651602. actives 0.26% (n = 360,000); in the data active means inhibition above about 11%
# DSG3 Ab inh – blocks pemphigus antibody binding to human desmoglein-3. binding (percent of control), % at 10 µM. DSG3-coupled beads, scFv-anti-DSG3-GFP binding, flow cytometry; stronger effect = lower value. actives 0.48% (n = 310,000);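 active means binding more than 3 SD below its plate's average and above zero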;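 further: hits lower antibody fragment binding to DSG3; some compounds called inactive have numbers as strong as hits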
# OPRM1-OPRD1 ag – agonists of human mu-delta opioid receptor heterodimerization; cells, OPRM1-OPRD1 heterodimerization, luminescence; actives 0.3% (n = 340,000); activation, % at 9.3 µM; P35372+P41143; AID 504326; in the data active means activation above about 18%;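 further: 0% = vehicle-treated cells and 100% = reference agonist; values of inactives mirror those of a sister screen read the other way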
# Target sequence (P35372 whole entry, looked up): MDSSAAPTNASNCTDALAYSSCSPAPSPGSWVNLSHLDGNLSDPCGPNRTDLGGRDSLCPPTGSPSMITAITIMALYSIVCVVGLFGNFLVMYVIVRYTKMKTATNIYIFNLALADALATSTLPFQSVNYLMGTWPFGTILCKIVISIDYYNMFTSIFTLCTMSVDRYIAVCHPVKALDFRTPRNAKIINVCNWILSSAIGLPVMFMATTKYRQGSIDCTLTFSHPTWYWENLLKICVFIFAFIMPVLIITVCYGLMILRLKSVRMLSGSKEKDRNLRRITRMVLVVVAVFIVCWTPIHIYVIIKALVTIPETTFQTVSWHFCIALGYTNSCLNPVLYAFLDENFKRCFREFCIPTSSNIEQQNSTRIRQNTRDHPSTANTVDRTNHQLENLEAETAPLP
# Target sequence (P41143 whole entry, looked up): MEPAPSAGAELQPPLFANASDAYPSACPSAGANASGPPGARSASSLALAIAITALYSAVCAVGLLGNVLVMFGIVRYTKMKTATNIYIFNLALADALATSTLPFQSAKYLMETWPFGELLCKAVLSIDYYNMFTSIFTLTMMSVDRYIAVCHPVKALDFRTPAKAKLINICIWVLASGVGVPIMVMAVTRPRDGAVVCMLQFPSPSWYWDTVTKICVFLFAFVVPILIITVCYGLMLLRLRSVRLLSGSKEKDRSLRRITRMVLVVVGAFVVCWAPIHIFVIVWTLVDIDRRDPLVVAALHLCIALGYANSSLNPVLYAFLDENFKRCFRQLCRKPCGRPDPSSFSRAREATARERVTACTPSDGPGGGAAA
# HTR5A ag ctr – activates human HTR5A in OPRM1-OPRD1 agonist counter-screen | activation, % at 9.3 µM | actives 0.61% (n = 340,000) | HTR5A agonist assay, luminescence, cell-based | P47898; in the data active means activation mostly above about 9.5%, no sharp cut-off; inactive means mostly below about 7.6%;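 further: 0% = cells with vehicle only and 100% = reference agonist; strong numbers were not always called active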
# AddAB inh – less growth of phage-infected E. coli with AddAB; AID 435030; inhibition, % at 11.9 µM; actives 0.29% (n = 330,000); E. coli expressing H. pylori AddAB, absorbance growth; in the data active means inhibition above about 12%;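 further: 0% = vehicle wells of infected cells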
# MOR-DOR inv ag – inverse agonists of human mu-delta opioid receptor heterodimerization; cell-based MOR-DOR heterodimer luminescence, inverse agonism; inhibition, % at 9.3 µM; actives 0.21% (n = 340,000); AID 504357; in the data active means inhibition above about 22%, passing the limit was not always enough;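 further: 0% = cells with DMSO and 100% = wells without cells with DMSO; values of inactives mirror those of a sister screen read the other way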
# Ecoli viability – reduces bacterial viability in AddAB counter-screen; E. coli V3065 growth, OD600 absorbance, 18 h; inhibition, % at 11.9 µM; actives 0.27% (n = 330,000); AID 449728;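 active means inhibition above the campaign's mean inhibition across all tested compounds plus 3 SD, cut at about 9.9% in these data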;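 further: uninfected addAB+ strain grown without phage in ampicillin broth; 0% = DMSO wells and 100% = ciprofloxacin 0.95 µg/ml wells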
# Mot1-301 SUMO – SUMOylation pathway inhibition by Mot1-301 growth rescue. S. cerevisiae Mot1-301 growth rescue, ATP luminescence, 38.5C; percent above DMSO median, 100 means doubled. growth rescue, % at 18.8 µM. actives 1% (n = 320,000). AID 2716;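 active means every valid replicate shows activation above 250% relative to neutral control wells; inactive means the rest, any valid replicate at or below 250%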;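 further: OY570 slx delta 5 strain wells were the positive control but not used for scaling; some compounds called inactive have numbers as strong as hits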
# HTR5A inv ag – inverse agonist of human HTR5A in OPRM1-OPRD1 counter-screen. actives 0.083% (n = 340,000). inhibition, % at 9.3 µM. HTR5A cell line, luminescence, inverse agonism; in the data active means inhibition mostly above about 23%, no sharp cut-off; inactive means mostly below about 18%;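 further: 0% = cells with DMSO and 100% = no-cell wells with DMSO; some compounds called inactive have numbers as strong as hits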
# PfHsp90 set2 – reduces growth (ATP signal) of yeast expressing P. falciparum Hsp90; S. cerevisiae expressing PfHsp90, BacTiter-Glo ATP, 48 h; yeast lacking PDR1 and PDR3 efflux regulators; inhibition, % at 9.4 µM; actives 0.32% (n = 310,000);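 active means every replicate shows inhibition above about 80%, whatever the replicate mean, limit read from the data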;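 further: 0% = DMSO neutral controls and 100% = 20 µM radicicol positive controls; yeast relying on Plasmodium falciparum Hsp90 in place of its own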
# The depositor's hits bear a star; / = no result given. Compounds were not picked by outcome, and some 3.2% of all compounds hit somewhere here.
# The line under a structure holds: PKA-R1A activ, phage Ecoli inh, DSG3 Ab inh, OPRM1-OPRD1 ag, HTR5A ag ctr, AddAB inh, MOR-DOR inv ag, Ecoli viability, Mot1-301 SUMO, HTR5A inv ag, PfHsp90 set2
Cc1cc(/C=N/NC(=O)C(=O)NCc2ccccn2)c(C)n1-c1cccc(Br)c1
    -5, 4.3, 99, -2.6, -1, 1.0, 13, 1.5, -2, 3, 3
COc1cc(Cl)c(CNC[C@H]2O[C@@H](n3ccc(=O)[nH]c3=O)[C@H](O)[C@@H]2O)c(Cl)c1O
    2, 1.2, 110, -2.0, 0, /, 10, /, /, -1, -4
Cc1c(Cl)c([N+](=O)[O-])nn1CCCC(=O)Nc1cccc(Cl)c1
    -14, 2.5, 105, 1.0, 1, 4.9, -6, 2.4, -7, 9, /
CC(C)(C)c1ccc(C(=O)N2CCN(c3nc4ccccc4o3)CC2)cc1
    13, 1.5, 92, 1.0, 5, 0.8, -6, 0.1, 21, -16, 15
COc1ccccc1N1CCN(S(=O)(=O)c2ccc3c(c2)NC(=O)C(C)C(=O)N3)CC1 (stereo unspecified)
    -5, 2.0, 107, 4.4, 7, 0.0, -24, -2.3, -7, -13, 3
C=CCn1c(=O)c2ccccc2n2c(SCC(=O)Nc3sc(C(=O)N(CC)CC)c(C)c3C(=O)OCC)nnc12
    -2, 3.2, 109, -4.3, 0, -1.4, 20, -1.6, /, 1, 7
O=C(CCSCc1ccccc1Cl)NCc1cccs1
    0, 2.1, /, 0.5, -2, 2.2, -2, -1.0, -14, 6, 4
COc1cc(NC(=O)Cn2nc(C(F)(F)F)c3c2CCCC3)cc(OC)c1OC
    -10, 3.1, /, 4.6, 0, 1.1, -26, 3.9, -16, 1, -19
COc1ccc(NC(=O)Cn2c(=O)n(Cc3ccco3)c(=O)c3ccccc32)cc1
    7, 1.7, 111, 2.0, -4, -1.3, -12, 1.9, 2, -7, /
Fc1cccc(NC(=S)NCc2ccc(Cl)cc2)c1
    -7, 9.7, 99, -0.4, 6, 8.6, 2, 8.0, 140, -22, -3
Cc1ccc(C2=NC3(CCCC3)N=C2SCC(=O)Nc2ccc3c(c2)OCCO3)cc1
    -10, 2.9, 107, 2.8, 0, 3.6, -14, 1.5, 6, 1, -38
O=C(COC(=O)c1ccc2c(c1)OCO2)Nc1ccccc1F
    0, 3.2, 101, 0.1, -2, -1.5, -1, -0.9, 10, 6, 3
CCOc1ccc(=O)n(-c2ccccc2)n1
    -8, 0.8, 81, -1.7, -4, 1.2, 10, -0.6, -3, 14, 7
C=CCC1(CC=C)CCCN1C(=O)c1cc(COc2cncc(Cl)c2)on1
    -11, 2.8, /, 10, 3, -1.9, -57, -1.4, -9, -13, 0
CN(CC(=O)Nc1ccc(F)cc1)C(=O)COC(=O)CNC(=O)c1sc2ccccc2c1Cl
    -7, 2.4, 121, -2.9, 1, 1.2, 16, -0.9, -29, -4, 4
Cc1cc2nnc(SCC(=O)N3C(C)CCCC3C)n2c(N)n1 (stereo unspecified)
    -8, 2.0, 103, -1.2, 3, 2.4, 6, 1.7, 4, 0, 15
O=C(NCCc1ccccc1)C(=O)NCC1OCCN1S(=O)(=O)c1ccccc1 (stereo unspecified)
    1, 3.1, 102, -0.1, -2, -0.3, 1, 1.0, 1, 7, -9
CN(C)S(=O)(=O)c1ccc(C(=O)N(c2ccccn2)c2ccccn2)cc1
    3, 3.6, 91, -1.0, -5, 1.0, 5, -0.4, -20, 9, -23
O=C(NNS(=O)(=O)c1ccc(Br)cc1)c1csnn1
    -5, 6.0, 122, 0.4, 4, /, -2, /, /, 0, -1
CCCN1CCN(CCCNC(=O)c2cc3c(=O)oc4ccc(C)cc4c3s2)CC1
    2, 2.6, 110, -1.8, 1, 1.8, 9, -0.7, -6, 4, -4
CN1CCN(S(=O)(=O)c2ccc(N3CCN(C(=O)c4ccccc4)CC3)nc2)CC1
    2, 3.8, 102, -2.5, 3, 2.1, 12, -2.6, 4, -20, 11
CCCn1nc(Oc2nc(NCC)nc(NC(C)C)n2)ccc1=O
    -10, 2.4, /, -1.3, 2, 0.5, 8, -0.6, 18, -13, -12
COc1cccc(C(=O)Nc2nnc(-c3ccc(F)cc3)o2)c1
    0, -4.0, 102, -1.9, 0, 8.0, 11, -0.3, -2, 0, -27
CCN1CCN(c2cc(C)c3cc(NC(=O)c4ccc(C)c(C)c4)ccc3n2)CC1
    -3, 1.4, 106, -1.8, 1, -1.9, 8, -1.9, -14, -4, 17
O=C(COc1ccc(Cl)cc1)OCC(=O)N1CCCC1
    -4, 0.8, 104, -2.7, 5, 1.7, 14, 1.6, 19, -18, -2
CCOc1ccc(NC(=S)NN2CCN(C)CC2)cc1
    1, 2.4, /, 0.1, 0, 0.7, -1, -1.7, 10, -8, -15
Cc1ccc(C(=O)N2CCn3c(C)ccc3C2C)cc1 (stereo unspecified)
    -6, 2.9, 133, 4.8, -9, -0.6, -25, -2.9, 5, -13, /
CC1CCCC(NC(=O)c2ccncc2)C1C (stereo unspecified)
    -9, 1.7, 95, -3.1, -2, 3.0, 14, -0.1, 10, 6, 6
O=C(NNS(=O)(=O)c1ccccc1[N+](=O)[O-])c1cccc([N+](=O)[O-])c1
    -1, 3.4, 121, -1.1, 2, 3.4, 6, -1.2, 18, 23, -44
O=[N+]([O-])c1cc(S(=O)(=O)N2CCOCC2)ccc1OCc1cccc(Cl)c1
    4, 1.4, /, -0.5, 4, -2.6, 2, -1.9, -5, -11, 12

# Reformatted as tab-separated lines: 5 of the compounds above
Structure	PKA-R1A activ	phage Ecoli inh	DSG3 Ab inh	OPRM1-OPRD1 ag	HTR5A ag ctr	AddAB inh	MOR-DOR inv ag	Ecoli viability	Mot1-301 SUMO	HTR5A inv ag	PfHsp90 set2
CCCn1nc(Oc2nc(NCC)nc(NC(C)C)n2)ccc1=O	-10	2.4	/	-1.3	2	0.5	8	-0.6	18	-13	-12
COc1cccc(C(=O)Nc2nnc(-c3ccc(F)cc3)o2)c1	0	-4.0	102	-1.9	0	8.0	11	-0.3	-2	0	-27
CCN1CCN(c2cc(C)c3cc(NC(=O)c4ccc(C)c(C)c4)ccc3n2)CC1	-3	1.4	106	-1.8	1	-1.9	8	-1.9	-14	-4	17
O=C(COc1ccc(Cl)cc1)OCC(=O)N1CCCC1	-4	0.8	104	-2.7	5	1.7	14	1.6	19	-18	-2
CCOc1ccc(NC(=S)NN2CCN(C)CC2)cc1	1	2.4	/	0.1	0	0.7	-1	-1.7	10	-8	-15

# Next part.
# The line under a structure holds: PKA-R1A activ, phage Ecoli inh, DSG3 Ab inh, OPRM1-OPRD1 ag, HTR5A ag ctr, AddAB inh, MOR-DOR inv ag, Ecoli viability, Mot1-301 SUMO, HTR5A inv ag, PfHsp90 set2
COc1ccc(C(=O)Oc2c(CN3CCOCC3)cc(Cl)c3cccnc23)cc1
    -5, 2.1, 107, 2.8, 1, -4.2, -16, -5.7, -16, 4, 8
CC(=O)c1ccc(Cc2ccccc2)cc1
    9, 2.8, 102, -0.4, 0, 3.4, 3, 1.6, 0, 15, 3
C[C@H](CO)N1C[C@H](C)[C@@H](CN(C)C(=O)Nc2ccc3c(c2)OCO3)Oc2ccc(NC(=O)CCN3CCOCC3)cc2C1=O
    8, 1.6, 112, -1.8, -2, 5.2, 10, 2.2, 7, 12, 17
CCOC(=O)CC1C(=O)NCCN1S(=O)(=O)c1ccc(F)cc1 (stereo unspecified)
    2, 0.9, 98, 0.2, 0, 5.4, -1, -1.1, 0, 0, 10
CCCCNc1c(-c2ccc(-c3ccc(OC)cc3)c(OC)c2)nc2ccccn12
    -9, 1.5, 112, 8.4, 8, 0.2, -39, -2.0, /, -30, -23
CC1(C)NC(=O)N(CC(O)CN(c2ccccc2)S(=O)(=O)c2ccccc2[N+](=O)[O-])C1=O (stereo unspecified)
    -14, 3.0, 101, 2.3, -2, 1.4, -14, 2.5, 1, 6, -20
COc1ccc(C(=O)Nc2c(N)nc(SCC(=O)Nc3ccc(NC(C)=O)cc3)[nH]c2=O)cc1
    -7, -0.7, 94, -4.7, 2, 2.7, 24, -0.2, 16, -5, -1
COc1cccc(CN2CC(C(=O)N3CCOCC3)CCC2=O)c1 (stereo unspecified)
    -2, 0.2, 103, -1.0, -3, 5.1, 5, 1.1, 10, 6, 7
Cc1ccc(O)c(-c2cc(C(F)(F)C(F)F)[nH]n2)c1
    -22, 4.9, /, 3.8, 9, 2.0, -22, 2.7, 96, -25, 0
CCc1nc(N2CCN(C(=O)c3ccco3)CC2)c2c3c(sc2n1)CCCC3
    -5, 0.4, 98, -2.0, 3, -1.2, 11, -0.3, -11, -17, -15
COc1ccc(S(=O)(=O)N(C)CC(=O)Nc2ccc3c(c2)OCCO3)cc1OC
    -1, -1.0, 116, -2.2, 2, -2.0, 12, -2.2, 16, 2, 2
O=C(Cc1ccccc1[N+](=O)[O-])Nc1cccc(S(=O)(=O)NC2=NCCCCC2)c1
    -8, 5.0, 120, -3.2, 0, 1.5, 18, 2.1, 2, -1, 4
Cc1ccc(S(=O)(=O)N2CCOCC2)cc1C(=O)N1CCN(S(=O)(=O)c2cccs2)CC1
    -5, 1.4, 94, -1.1, -5, 1.8, 6, -0.8, 133, -7, 3
COc1ccc(/C=C2/SC(=S)N(CCC(=O)N3CCN(C)CC3)C2=O)cc1
    -7, 2.7, /, 3.1, 14*, 1.3, -22, -1.8, 78, -20, -57
Cc1cccc2nc(C(F)(F)F)nc(=O)n12
    -4, 2.8, 100, -0.3, 10, 0.9, 2, 0.7, -2, -2, 4
COC(=O)C1(Cc2ccccc2)NC(c2ccc(F)cc2)C2C(=O)N(C)C(=O)C21 (stereo unspecified)
    5, 2.3, 117, -2.6, 1, 0.2, 14, -0.7, -5, -9, -5
O=C(OCC(=O)N1CCOCC1)c1ccccc1OCc1ccccc1Cl
    -2, 3.6, 121, -3.6, 0, -2.5, 19, -0.7, -10, -2, 6
CCCCN(CCCC)S(=O)(=O)c1ccc(C(=O)Nc2nnc(CSC)o2)cc1
    -7, -0.3, 109, 1.6, 0, -3.3, -9, -5.5, 6, 19, -51
C[C@@H]1CN(S(=O)C(C)(C)C)[C@@H](CCO)/C1=C\CCO (stereo partly specified)
    3, 4.2, 92, -0.9, -1, /, 4, /, /, 4, -8
Cc1ccc(NC(=O)COC(=O)/C=C/c2ccco2)cc1S(=O)(=O)N(C)C
    -1, 3.4, /, -0.9, 2, 2.7, 5, -0.5, -3, 20, 4
COc1ccc(CC(=O)NNC(=O)c2c(-c3ccccc3Cl)noc2C)cc1OC
    -6, -0.2, 103, -1.1, 0, -0.2, 5, 0.2, 6, 1, -4
Cc1ccc(-n2ncc3c(=O)[nH]c(SC(C)C)nc32)cc1
    3, 2.1, 105, 4.5, -3, 0.9, -23, 0.3, -12, 9, 16
Cc1cc(C)n(C(=O)CNC(=O)c2cccc(F)c2)n1
    9, 2.7, 105, -1.8, -4, /, 10, /, /, 12, -7
